Source: PubChem (National Center for Advancing Translational Sciences (NCATS))
MLL CXXC-DNA inh: blocks binding of human MLL CXXC domain to DNA; Q03164; MLL-CXXC / FITC-HOXA9 DNA fluorescence polarization; Potency, µM (titrated, usually from 115 µM), without a hit: top-dose activity change, negative = inhibition, usual class: inhibitors; 0.037% of 290,000 active; active = well fitted inhibition curve with a large enough effect in the polarisation, with a control signal flat, not every such curve was filed as active; inconclusive = small, poorly fitted or top-dose-only effect, or effect the other way, or a change in a side signal; inactive = no such curve, though single readings can be large or run the other way; the % refers to the polarisation; also: potency is read from the fitted curve at half-maximal effect
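Fluorescence polarization: 7 uM MLL-CXXC (stock) preincubated 5 min with compounds, then 50 nM fluorescein-HOX-A9 DNA (stock) added; 30 min ambient. Buffer 50 mM Tris-HCl pH 7.5, 50 mM NaCl, 1 mM DTT, 0.05% BSA.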
Menin-MLL TR inh: menin-MLL binding inhibition, Texas Red mutant peptide | Menin + Texas Red MLL mutant peptide, fluorescence polarization | Potency, µM (top dose mostly 61.6 µM), inactives show top-dose FP activity change, negative = inhibition, most hits filed as inhibitors | 0.23% of 270,000 active | AID 1768; active = well fitted inhibition curve with a large enough effect in the polarisation, with a control signal flat, not every such curve was filed as active; inconclusive = small, poorly fitted or top-dose-only effect, or effect the other way, or a change in a side signal; inactive = no such curve, though single readings can be large or run the other way; the % refers to the polarisation; also: potency is read from the fitted curve at half-maximal effect; % of control where 0% means no effect; many of its hits are not listed in these tables
Target sequence (O00255 whole entry, looked up): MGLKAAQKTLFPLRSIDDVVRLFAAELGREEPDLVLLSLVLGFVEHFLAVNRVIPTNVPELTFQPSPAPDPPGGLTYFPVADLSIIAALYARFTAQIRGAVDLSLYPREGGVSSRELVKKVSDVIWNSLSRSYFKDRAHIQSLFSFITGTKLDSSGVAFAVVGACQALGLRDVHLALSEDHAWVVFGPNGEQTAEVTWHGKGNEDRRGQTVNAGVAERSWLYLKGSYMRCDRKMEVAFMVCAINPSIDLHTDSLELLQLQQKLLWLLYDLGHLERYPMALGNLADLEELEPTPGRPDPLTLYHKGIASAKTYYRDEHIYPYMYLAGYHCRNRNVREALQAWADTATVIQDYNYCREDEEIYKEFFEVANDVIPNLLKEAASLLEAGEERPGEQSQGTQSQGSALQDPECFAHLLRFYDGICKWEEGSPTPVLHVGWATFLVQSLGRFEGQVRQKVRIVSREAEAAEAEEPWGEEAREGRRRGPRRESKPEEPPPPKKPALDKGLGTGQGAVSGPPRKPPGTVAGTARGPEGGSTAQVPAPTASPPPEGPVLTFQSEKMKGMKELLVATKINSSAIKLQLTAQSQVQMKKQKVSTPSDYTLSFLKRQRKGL
TSHR antagonist: antagonists of human thyroid stimulating hormone receptor | P16473 | AID 504810 | 0.2% of 330,000 active | activity change, negative = inhibition, % at 11.5 µM | TSHR-expressing cells, TSH-stimulated cAMP HTRF, 2 h; active compounds read low;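 active = activity change below a set negative limit, meaning inhibition stronger than a set level, cut at about -70% in these data; inconclusive = activity change between two set negative limits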; also: % is scaled to controls: 0 for no effect and ±100 for the full control effect
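Antagonism was scored as loss of TSH-driven cAMP in TSHR cells, stimulated with 4nM TSH (EC80) for 2 hours at 37 deg C and detected by homogeneous HTRF competition immunoassay.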
Integrin act MD: activators of alpha7 integrin expression for muscular dystrophy. 0.064% of 350,000 active. Potency, µM (titrated, usually from 38.3 µM), for the others: at the highest dose activation, usual class: activators. alpha7betagal myoblasts, beta-gal FDG fluorescence, 48 h. AID 624291;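 also: potency is read from the fitted curve at half-maximal effect; 100% = response of the positive control SU9516; nearly all actives have a fitted effect of over 60% in size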
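alpha7betagal+/- myoblasts (passage 13, 250/well) treated 48 h at 37C with compounds at 1:260 dilution of DMSO stock. Lysed, then beta-galactosidase activity read as FDG fluorescence (ex 480/em 540) after 30 min, with pre-read for autofluorescence.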
Mito fusion act: inhibitors of mitochondrial division or activators of mitochondrial fusion; S. cerevisiae fusion-defective mutant growth rescue, CellTiterGlo 48 h; Potency, µM (top dose mostly 46.1 µM), inactives show at the highest dose growth rescue (activation), hits mostly activators; 0.23% of 320,000 active; AID 485298;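 also: potency is read from the fitted curve at half-maximal effect; % of control where 0% means no effect; nearly all actives have a fitted effect of over 45% in size; temperature-sensitive fusion mutants such as fzo1-1 at 37 °C on non-fermentable ethanol glycerol medium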
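Read-out: ATP-based luminescence (CellTiterGlo, 10 min ambient) reporting growth of fusion-defective ts yeast after 48 hours at 37C on glycerol/ethanol YPEG medium in the presence of compound.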
TSG101-PTAP inh: blocks PTAP/TSG101 interaction to inhibit HIV-1 budding. Q99816. Fluorescence polarization, FITC-PTAP peptide / Tsg101 binding. Potency, µM (highest dose often 115 µM), for the others: at the highest dose activity change, negative = inhibition, usual class: inhibitors. 340,000 tested, under 10 active; active = well fitted inhibition curve with a large enough effect in the main read-out, with a control signal flat, not every such curve was filed as active; inconclusive = small, poorly fitted or top-dose-only effect, or effect the other way, or a change in a side signal; inactive = no such curve, though single readings can be large or run the other way; also: potency is read from the fitted curve at half-maximal effect; % of control where 0% means no effect
Target sequence (Q99816 whole entry, looked up): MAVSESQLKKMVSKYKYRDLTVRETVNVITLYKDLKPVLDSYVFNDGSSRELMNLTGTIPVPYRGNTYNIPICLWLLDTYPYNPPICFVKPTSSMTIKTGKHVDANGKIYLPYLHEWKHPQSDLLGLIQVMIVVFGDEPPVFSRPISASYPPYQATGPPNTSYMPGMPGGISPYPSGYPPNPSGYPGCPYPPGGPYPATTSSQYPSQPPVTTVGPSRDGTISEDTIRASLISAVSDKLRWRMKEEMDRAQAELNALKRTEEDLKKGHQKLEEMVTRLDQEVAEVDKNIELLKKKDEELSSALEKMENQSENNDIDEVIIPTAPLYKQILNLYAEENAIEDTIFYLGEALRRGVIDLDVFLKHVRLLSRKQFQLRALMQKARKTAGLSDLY
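Tsg101 binding domain (10 uM final) was mixed with compound and a FITC-labeled PTAP peptide (50 nM final) in HEPES pH 7.5 buffer with NaCl, Tween 20, EDTA and TCEP; fluorescence polarization was read after 20 min at r.t.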
MBNL1-CUG inh: blocks human MBNL1 binding to CUG repeat RNA; AID 2675; TR-FRET MBNL1-His/biotin-(CUG)12 binding, 665/545 ratio; 0.036% of 280,000 active; Q9NR56; Potency, µM (doses to about 57.5 µM), inactives show at the top dose activity change, negative = inhibition, most hits filed as inhibitors; active = well fitted inhibition curve with a large enough effect in the signal ratio, with a control signal flat, not every such curve was filed as active; inconclusive = small, poorly fitted or top-dose-only effect, or effect the other way, or a change in a side signal; inactive = no such curve, though single readings can be large or run the other way; the % refers to the signal ratio; also: potency is read from the fitted curve at half-maximal effect; % is scaled to controls: 0 for no effect and ±100 for the full control effect
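TR-FRET between His-tagged MBNL1 and biotin-(CUG)12 RNA, detected with Tb anti-His antibody (0.055 ng/ul) and streptavidin-XL665 (5 nM), 60 min at room temperature. Compounds titrated 92 nM to 58 uM; 665/545 nm ratio normalized to buffer and complex controls.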
A-T KAP1 phos: potential ataxia-telangiectasia treatments restoring KAP-1 phosphorylation; 0.19% of 320,000 active; Potency, µM (highest dose often 57.5 µM), for inactives: top-dose activation, usual class: activators; […] A-T fibroblasts, KAP-1 phosphorylation AlphaLISA; neocarzinostatin DNA damage 30 min before lysis; also: potency is read from the fitted curve at half-maximal effect; % of control where 0% means no effect; nearly all actives have a fitted effect of over 45% in size
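hTERT-immortalized A-T patient fibroblasts ([…]), 500 cells/well in OPTI-MEM, 1% FBS, got compounds for 60 min, then NCS for 30 min at 37C. Lysates were then assayed for phospho-KAP-1 by AlphaLISA (anti-pKAP1 donor, anti-KAP1 acceptor beads), 6 hr at 25C.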
ASM inhibitor: inhibitors of human secretory acid sphingomyelinase; placental ASM, HMU-PC fluorogenic substrate, 60 min; Potency, µM (doses to about 57.5 µM), for the others: at the highest dose activity change, negative = inhibition, most hits filed as inhibitors; 0.006% of 340,000 active; AID 504937; also: potency is read from the fitted curve at half-maximal effect
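Human placenta-derived ASM enzyme was preincubated with compound for 10 minutes at room temperature, then given fluorogenic substrate HMU-PC0 (9 uM final) for 60 minutes at 37 °C; a pH 10 stop preceded fluorescence reading at Ex 386/Em 447 nm.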
TCR act: activates T cell receptor signaling. primary human leukocytes, anti-CD3, IL-2 HTRF, 48 h. Potency, µM (titrated, usually from 9.22 µM), inactives show top-dose activation of IL-2 secretion, usual class: activators. 330,000 tested, under 10 active; also: % of control where 0% means no effect
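Activity was scored as IL-2 release from primary human leukocytes given only a TCR signal (a-CD3 beads) plus compound for 48 hr. Detection used a two-antibody HTRF format read at 665nm.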
Active calls of the source: *; ? = inconclusive; . = not tested or not shown; [ ] = another dose, or the depositor's remark. Unless noted, calls follow the shape of the dose curve; as a rule, active = well fitted curve in the direction sought with a large enough effect; inconclusive = small, poorly fitted or top-dose-only effect, or another doubt; inactive = no such curve, though single readings can be large; an effect the other way counts as inactive or inconclusive. The list is partial; count on the stated rates, not on these rows.

SMILES	MLL CXXC-DNA inh	Menin-MLL TR inh	TSHR antagonist	Integrin act MD	Mito fusion act	TSG101-PTAP inh	MBNL1-CUG inh	A-T KAP1 phos	ASM inhibitor	TCR act
Cn1c(N)c(C(=O)CSc2ccc3c(c2)OCCO3)c(=O)n(C)c1=O	3.0%	23.4%	-16.3	-21.1%	3.3%	-2.0%	0.1%	3.0%	-10.4%	-5.5%
Cc1oc2cc3oc(=O)c(CCC(=O)N[C@H](C(=O)O)C(C)C)c(C)c3cc2c1C	3.3%	76.3%[activator]	4.8	-1.2%	-3.6%	-6.1%	-11.6%	-11.4%	187.9%[activator]	-1.0%
CN1C(=O)/C(=N/OC(=O)c2ccccc2Br)c2ccccc21	115.2%[activator]	8.8%	0.2	21.3%	-7.0%	-1.1%	11.3%	11.2%	-2.5%	0.4%
Cc1cccc(NC(=O)c2nnn(-c3cccc(C(F)(F)F)c3)c2N)c1	2.9%	8.9%	-9.0	17.6%	3.3%	3.0%	-0.5%	2.4%	2.6%	1.9%
COc1cccc(NC(=O)N2CCCC(C(=O)NCc3ccc(F)cc3)C2)c1 (configuration not stated)	0.0%	5.2%	-0.5	-11.4%	-5.0%	-6.7%	-1.5%	1.0%	-0.4%	-1.7%[46.1 µM]
Cc1sc(NC(=O)CN(C(=O)c2ccccc2F)C2CCCC2)c(C(N)=O)c1C	-5.1%	-5.4%	8.2	11.7%	4.5%	1.5%	-4.9%	4.3%	1.9%	-2.9%
Cc1ccc(-n2ncc(C#N)c2/N=C/N(C)C)cc1	-1.9%	-0.2%	.	9.9%	6.0%	0.8%	-4.2%	.	-0.8%	8.2%
COc1cccc(-c2cc(C(F)(F)F)nc(-n3cc(C)cn3)n2)c1	14.6%	-23.4%	-5.0	6.5%	13.7%	-3.6%	-7.3%	9.8%	-4.5%	-3.8%
CCOC(=O)C1=C(O)C(=O)N(Cc2ccc(C(C)(C)C)cc2)CC1	1.5%	?	7.4	?	19.7%	-1.6%	4.5%	-4.3%	-1.6%	-5.0%
COc1ccccc1N1CCN(CC(=O)c2c(N)n(C)c(=O)n(C)c2=O)CC1	0.9%	-2.3%	4.7	18.3%	-1.9%	-1.0%	-3.2%	5.4%	-1.3%	11.9%
CCCSC1=C(C#N)C(c2cccs2)CC(=O)N1 (configuration not stated)	-5.0%	.	-4.6	0.9%	-16.4%	-3.1%	9.5%	?	6.0%	2.6%
Cc1ccccc1OC1=NS(=O)(=O)c2ccccc21	-9.6%	5.0%	3.3	-2.4%	-2.7%	-2.9%	-5.7%	-2.9%	1.1%	-7.5%
COc1ccc(CC(=O)NNC(=O)c2cnccn2)cc1	-1.2%	5.6%	-1.8	15.2%	-1.0%	-6.1%	-14.3%	-3.0%	-1.7%	-3.0%[46.1 µM]
CCc1ccc(OCC(O)CN2CCN(CCO)CC2)cc1 (configuration not stated)	-5.8%	-1.7%	0.9	-12.6%	0.6%	0.4%	-4.6%	8.4%	1.5%	.
CCOCC(=O)NC1CCc2cc(OC)c(OC)c(OC)c2-c2ccc(SC)c(=O)cc21 (configuration not stated)	.	.	.	6.5%	.	0.6%	.	.	-6.4%	-4.4%
CCc1nc2ccc(C(=O)NCCc3ccco3)cc2nc1CC	12.1%	2.5%	-9.4	2.1%	9.1%	-1.2%	11.1%	-1.0%	-5.0%	-13.6%
COc1cccc(N2CCN(c3ncnc4c3[nH]c3ccc(F)cc34)CC2C)c1 (configuration not stated)	18.9%	?	-105.2*	-56.8%[inhibitor]	-2.9%	0.0%	0.1%	-4.7%	-25.8%	7.3%
Cc1ccccc1CSCCNC(=O)Nc1ccccc1	-1.5%	52.5%[activator]	-3.3	4.1%	2.3%	-3.2%	-2.8%	9.1%	5.2%	-6.7%
Cc1[nH]n(CCC#N)c(=O)c1CC(=O)N1CCN(c2ccccc2)CC1	-4.3%	-2.7%	-1.3	-3.7%	-1.5%	-4.5%	-5.0%	13.7%	1.2%	-2.8%
O=C(CCCl)Nc1nc2c(s1)CCc1ccccc1-2	38.1%[activator]	23.3%	-0.3	-64.8%[inhibitor]	8.4%	-0.9%	-8.2%	-0.2%	2.2%	9.6%
O=S1(=O)CC(O)C(NCc2cccnc2)C1 (configuration not stated)	-0.2%	1.7%	5.7	0.0%	-1.9%	-0.1%	-4.9%	0.9%	1.4%	0.9%
O=[N+]([O-])c1ccc2nc(C3CCCCC3)[nH]c2c1	-1.7%	0.3%	-7.3	4.1%	2.8%	-2.5%	?	16.5%	-1.5%	.
CCCCCOC(=O)C1=C(C)NC(=O)NC1c1ccc(OC)cc1 (configuration not stated)	0.6%	-15.7%	-7.1	-1.5%	2.5%	3.0%	1.6%	5.1%	1.4%	.
Cn1c(Cn2cnc([N+](=O)[O-])n2)nnc1SCC(=O)Nc1cccc(Cl)c1	-3.0%	9.0%	0.5	-6.5%	-4.5%	-0.4%	?	0.3%	-1.1%	-1.2%[46.1 µM]
O=C(CC1C(=O)NCCN1Cc1cccc(F)c1)NC1CCC1 (configuration not stated)	?	-2.5%	-4.1	16.9%	0.0%	-2.6%	14.8%	1.9%	5.7%	7.5%
CCC(Sc1nncn1C)C(=O)Nc1cc(C)on1 (configuration not stated)	-5.2%	-2.7%	-4.1	-16.5%	1.3%	-5.2%	-3.0%	-1.1%	-1.6%	-7.0%
Nc1nncn1C(=O)CCCOc1ccc(Cl)cc1Cl	22.7%	7.2%	-12.2	19.3%[7.66 µM]	-2.4%	-17.6%	12.0%	6.6%	6.4%	.
O=C(Cc1ccccc1)Nc1cccnc1	-2.8%	-7.6%	-8.0	0.3%	-16.4%	-0.5%	-2.7%	2.4%	0.1%	-7.0%
CCCCNC(=O)CSc1nnc(-c2c[nH]c3ccccc23)n1CC1CCCO1 (configuration not stated)	1.0%	.	42.5	-18.7%[7.66 µM]	6.2%	2.6%	-7.4%	8.1%	-1.2%	-3.8%
Cc1cccc(Oc2coc3cc(O)ccc3c2=O)c1	?	29.6%	5.3	-6.7%	30.4%	-0.1%	-0.1%	0.1%	58.8%[activator]	-8.5%
Cn1cc(Cl)c(-c2n[nH]c(=S)n2-c2ccc(F)cc2)n1	5.6%	3.2%	9.7	0.0%	-5.5%	-3.0%	-12.1%	-0.9%	1.9%	-4.5%[46.1 µM]
O=C(CSc1nnc(Cc2ccccc2)n1-c1ccccc1)NNC(=O)Cc1ccccc1	-3.6%	-8.2%	-9.0	20.5%	-5.7%	-6.1%	4.3%	9.0%	-1.1%	-13.5%
O=C(CCNS(=O)(=O)c1cccc2nsnc12)N1CCc2ccccc21	16.5%	-10.9%	10.7	-8.3%	-1.3%	1.2%	?	.	0.4%	2.1%
N#Cc1cc2c(nc1SCC(=O)Nc1sc3c(c1C#N)CCC3)CCCCC2	19.9%	-8.3%	-10.2	-18.1%[7.66 µM]	-3.6%	-1.7%	-4.4%	6.4%	-0.4%	.
C#CCOCCOCCOCCNc1nc(N2CCOCC2)nc(N2CCN(C(=O)[C@H](C)n3cc(CCCN=C(N)N)nn3)CC2)n1	10.1%	5.9%	-3.5	13.1%	-1.1%	-4.6%	?	-13.1%	3.4%	7.4%
CN(C)c1ccc(C(CC(=O)c2ccccc2)C2CCCCC2=O)cc1 (configuration not stated)	-2.2%	15.4%	16.8	-6.4%	0.6%	0.9%	-10.2%	-2.8%	-0.1%	3.8%[46.1 µM]
CCOC(=O)Cc1cc(=O)[nH]c(/N=C(\N)Nc2ccc(C)cc2C)n1	-13.7%	-15.2%	-5.8	-25.2%	-0.5%	-1.3%	-5.1%	.	2.6%	2.3%
O=S(=O)(c1ccc(F)cc1)N(CCO)CC(O)Cn1c2ccccc2c2ccccc21 (configuration not stated)	2.4%	45.7%[activator]	-7.3	2.2%	1.6%	.	-3.6%	5.7%	-12.0%	.
COc1ccc(N2CCN(Cc3nc4c(c(=O)n(C)c(=O)n4C)n3Cc3cccc(C)c3)CC2)cc1	-8.6%	-16.4%	6.4	15.5%	-0.7%	-1.3%	-5.6%	-9.4%	?	0.8%
CCOc1ccc(C(=O)CC(Sc2ccc(C)cc2)C(=O)O)cc1 (configuration not stated)	-24.5%	-0.4%	-9.3	-16.3%	-0.1%	3.0%	-2.6%	0.8%	4.1%	-0.5%
